All columns: NCI-60 one-dose screen, growth in % after 48 h at 10 µM unless noted; 100 = growth as untreated, 0 = no growth, -100 = all killed.
HL-60(TB) = HL-60(TB) leukemia cells; 78,000 compounds, 9% hits; active = growth percent below 10
Active calls of the source: *. These rows are one share of the data; the hit share may differ from the screen's.

SMILES	HL-60(TB)
Nc1c(C(=O)Nc2cc(Cl)cc(Cl)c2)sc2nc3c(cc12)C(O)CCC3 (stereo not drawn)	100
CCOC(=O)C(Br)C(Br)c1cccc([N+](=O)[O-])c1 (stereo not drawn)	53
COc1ccc(-c2c(C(=O)NS(=O)(=O)C(C)C)n(Cc3cccc(OC(F)(F)F)c3)c3ccccc23)cc1	92
CCOc1cc(/C=N/N=C2c3ccccc3-c3ccccc32)ccc1O	79
Cc1ccc2nc(-c3c(-c4ccccc4)nc4ncccn34)[nH]c2c1	79
CCCCCCCCCCCCNC1=C(Cl)C(=O)c2ccccc2C1=O	113
CC1(C)N=C(N)N=C(N)N1c1ccc(OCC(=O)Nc2ccc(S(=O)(=O)F)cc2)cc1	50
Cc1c(C2=CCCCC2)c2ccccn2c1C(=O)c1cccc(S(=O)(=O)N2CCOCC2)c1	132
CCc1c(CC)c(CC)c(CC)c(CC)c1CC	140
COc1cnc2c(c1)C(=O)c1c-2n(CCCNC(C)C)c(=O)c2cc([N+](=O)[O-])ccc12	-65*
CCOP(=O)(OCC)c1nc(-c2ccccc2)oc1NCC(O)CO (stereo not drawn)	103
Oc1cccc(Nc2nccc(-c3ccc(Cl)cc3)n2)c1	68
O=C1/C(=C/c2ccc(Cl)cc2)COc2ccc(O)c(O)c21	-12*
CC(C)N=C(N/C(N)=N/c1nc2ccccc2s1)NC(C)C	42
CCC(=O)NC(=O)NC(c1ccccc1)c1ccccc1	95
C=CCC(CCC)(C(=O)Nc1ccc2nc(C)cc(N)c2c1)C(=O)Nc1ccc2nc(C)cc(N)c2c1	102
COc1ccccc1-n1c(-c2csc(NC(C)=O)n2)n[nH]c1=S	97
CCCCn1c(=O)c(/C=C/c2cc(/C=C/c3cc4cc(Cl)ccc4n(CCCC)c3=O)n(-c3ccc(F)cc3)n2)cc2cc(Cl)ccc21	96
COC(=O)[C@]12CC[C@@H](C)[C@H](C)[C@@H]1C1=CC[C@@H]3[C@@]4(C)C(C#N)=C[C@@](C)(CO)C4=CC[C@@]3(C)[C@]1(C)CC2	61
COc1nc(N)nc(-n2c(-c3ccccc3)nc3ccccc32)c1NCc1ccccc1	105
O=C1CCC(NNC(=O)c2ccc(Cl)cc2)N1 (stereo not drawn)	103
O=[N+]([O-])c1nccn1CC(O)CF (stereo not drawn)	68
CCNCCCn1c2c(c3ccc(F)cc3c1=O)C(=O)c1cc(OC)cnc1-2	-25*
C#CCOC(=O)[C@]1(C)CC[C@]2(C)CC[C@@H]3C(=CC[C@H]4[C@@]3(C)CC[C@H]3C(C)(C)C(=O)CC[C@]43C)[C@@H]2C1	71
CCC1(CC)COP(=S)(SCCOC(=O)c2ccccc2)OC1	100

Reprinted at random: 3 entries already listed
SMILES	HL-60(TB)
CCOP(=O)(OCC)c1nc(-c2ccccc2)oc1NCC(O)CO (stereo not drawn)	103
COc1nc(N)nc(-n2c(-c3ccccc3)nc3ccccc32)c1NCc1ccccc1	105
CCNCCCn1c2c(c3ccc(F)cc3c1=O)C(=O)c1cc(OC)cnc1-2	-25*

Remaining list, next part
SMILES	HL-60(TB)
CC1CCN(CCOc2ccc(CNc3ccc4nc(CCC5CCCCC5)[nH]c4c3)cc2)CC1	5.8*
CCOC(=O)CC(Cc1ccc2c(c1)OCO2)C(=O)OCC (stereo not drawn)	114
Cn1c2c(c(=O)n(C)c1=O)CN(Cc1ccccc1)CN2	103
Cc1cc(-n2c(=O)[nH]c(=O)n(C)c2=O)ccc1Oc1ccc(SC(F)(F)F)cc1	106
CCCn1c(=O)sc2cc3ccccc3nc21	95
C[N+](C)(C)CC1(O)CCCCC1	97
O=C(CSc1nnc(-c2ccc(Br)cc2)n1-c1ccccc1)Nc1ccc(C(=O)/C=C/c2ccc(Cl)cc2)cc1	78
CCOC(=O)c1sc(-c2ccc(OS(=O)(=O)c3ccc(Cl)cc3)c(C=O)c2)nc1C	59
Cc1ccc(-c2csc(C3=C(O)CN(NC(=O)c4cccs4)C3=N)n2)cc1	116
Oc1ccc(-c2[nH]ncc2-c2cnn(-c3ccccc3)c2)c(O)c1	93
O=S(=O)(c1ccc(N/N=C\c2ccccc2Cl)cc1)c1ccc(N/N=C/c2ccccc2Cl)cc1	74
Cc1cccc(/C=N/Nc2cc(C)c3cccc(C)c3n2)n1	83
Cc1cc2nc(CC(=O)c3ccccc3)c(CC(=O)c3ccccc3)nc2cc1C	65
CCc1cccc2c3c(sc12)C(c1ccc(F)cc1)c1c(nc(CC(=O)Nc2ccccc2)[nH]c1=O)O3 (stereo not drawn)	149
N#Cc1c(Nc2ccc(Cl)cc2)nn2c(-c3ccc(Br)cc3)c(-c3nc4ccccc4s3)c(N)nc12	100
COCC(Br)C(=O)OC (stereo not drawn)	108
CCOC(=O)C(Nc1ccc(F)cc1)c1ccc(NC)cc1 (stereo not drawn)	90
CCOC(=O)c1sc2ccc(N)cc2c1NC(=O)c1ccccc1	100
CCN(CC)S(=O)(=O)N1CCN(S(=O)(=O)N(CC)CC)CC1	99
COc1cc(-c2c(-c3ccccc3)noc2C(N)=O)c(OC)c2c1OCO2	96
CCN(CC)CC(Cc1ccccc1)OC(=O)c1ccc(N)cc1 (stereo not drawn)	81
COc1ccc(Cc2n[nH]c(=S)n2-c2cc(C)ccc2C)cc1OC	98
COc1cnc2c(c1)C(=O)c1c-2n(CCCNCCO)c(=O)c2cc(OC)c(OC)cc12	61
O=C(NCc1ccc(Cl)cc1Cl)C1CC(=O)N(C(=O)Nc2ccc(Cl)nc2)C1 (stereo not drawn)	94
O=[N+]([O-])c1cccc(C2NC3=C(NNC(=S)O3)c3c2sc2c(F)cccc32)c1 (stereo not drawn)	108

Remaining list, next part
SMILES	HL-60(TB)
Cc1ccc(S(=O)(=O)N2CCn3c(nnc3C(F)(F)F)C2)cc1[N+](=O)[O-]	98
Cc1[nH]c(C(=O)Nc2ccc(C(N)=O)cc2OCc2ccc(C(=O)NCCN)cc2)c(Cl)c1Cl	88
Cc1ccsc1[C@@H]1C[C@H](O)Cc2cc(Br)c3ccccc3c2N1	92
O=C1Nc2ccccc2/C1=N/c1n[nH]c(=S)s1	98
COc1cccc(-c2nc3occn3c2-c2ccnc(NCCNS(=O)(=O)c3ccccc3)n2)c1	119
O=C1C2=C(C(=O)c3c(O)cccc31)C(c1ccco1)c1sc(=O)[nH]c1S2 (stereo not drawn)	-18*
O=S(=O)(OCCCl)c1ccc(Cl)c(Cl)c1	112
COc1ccc(C=O)cc1	96
O=S(=O)(OCCOS(=O)(=O)c1ccccc1)c1ccccc1	92
Cc1cc(Cl)c(Cl)cc1Cl	59
O=S(=O)(NC1CC2CCC1C2)c1ccc2c(c1)C(=NO)c1cc(S(=O)(=O)NC3CC4CCC3C4)ccc1-2 (stereo not drawn)	-30*
CC1(COc2ccc3c(c2)ncn3-c2ccc3cccc(N4CCC(N)CC4)c3n2)COC1	-47*
Cc1cc(C(O)CN(CCCC(C)C)CCCC(C)C)cc2c1ccc1cc(C(C)C)ccc12 (stereo not drawn)	96
CCCNS(=O)(=O)c1cc(C(=O)Nc2cccc(NC(=O)c3cc(S(=O)(=O)NCCC)c(O)c(O)c3O)c2)c(O)c(O)c1O	94
Cc1c(C(=O)O)nnn1-c1nc(-c2ccccc2)cs1	96
COc1ccc(-c2onc3ccc(Br)cc23)cc1OC	81
CCOP(=O)(OCC)C1CP(=O)(c2ccccc2)CC(C)=C1Cl (stereo not drawn)	92
O=C(NN(Cc1ccccc1)S(=O)(=O)c1ccccc1)c1ccccc1	104
Cc1ccccc1-c1nc2ccccc2c(=O)n1C	93
CCN(c1ccc(C(=O)N2CCN(c3ccc(F)cc3)CC2)cc1)S(C)(=O)=O	113
Cc1nc2cc(-c3cc(C(F)(F)F)cc(C(F)(F)F)c3)ccc2c(=O)n1-c1cccc(Cl)c1	94
O=C(O)Cc1csc2ccccc12	103
COc1cc(-c2cnnn2-c2nonc2N)cc(OC)c1OC	107
COc1cc(NS(=O)(=O)c2ccc(NC3=C(Cl)C(=O)c4ncccc4C3=O)cc2)ncn1	95
COC(=O)c1ccc2[nH]c(O)c(C(=Nc3ccc(N(C)C(=O)CN4CCN(C)CC4)cc3)c3ccc(CO)cc3)c2c1	110

(further entries)
SMILES	HL-60(TB)
O=c1c2c3c(sc2nc(SCc2ccccc2)n1-c1ccccc1)CCCCC3	102
Cc1nc(-c2ccc(F)cc2)ccc1NC(=O)Nc1cc(C(F)(F)F)cc(C(F)(F)F)c1	80
CC12C=CC(=O)C=C1CCC1C2C(O)CC2(C)C1CCC2(O)C(=O)CSc1ncnc2nc[nH]c12 (stereo not drawn)	98
O=c1c2ccccc2nc(SCc2n[nH]c(=S)n2-c2ccc(F)cc2)n1CCc1ccccc1	100
COc1cnc2c(c1)C(=O)c1c-2n(CCCN2CCN(C)CC2)c(=O)c2cc(Cl)ccc12	51
C/C(=N\Nc1ccc(S(N)(=O)=O)cc1)c1cnn(-c2cc(=O)[nH]c3ccc(Cl)cc23)c1C	98
CC(=O)O[C@H]1[C@H](CC#CC#CC[C@@H]2C[C@]3(C)[C@H]4CC=C5[C@H]6[C@@H](C)[C@H](C)CC[C@]6(C(=O)NCCCCCCCCN)CC[C@@]5(C)[C@]4(C)CC[C@H]3C(C)(C)[C@H]2OC(C)=O)C[C@]2(C)[C@H]3CC=C4[C@H]5[C@@H](C)[C@H](C)CC[C@]5(C(=O)NCCCCCCCCN)CC[C@@]4(C)[C@]3(C)CC[C@H]2C1(C)C	104
CC(=O)Nc1c(C)cc(C)cc1[N+](=O)[O-]	49
COc1ccc(C(=O)CNc2ccc(-n3c(C)nc4c(cnn4-c4ccccc4)c3=O)cc2)cc1	97
Cc1[nH]c(C2CC(c3cccs3)=NN2C)c(C)c1C(=O)O (stereo not drawn)	92
O=C(CCl)Oc1ccccc1Cl	100
C=C1C(=O)O[C@H]2[C@H]1CC/C(Cn1cc(-c3cccc(Cl)c3)nn1)=C\CC[C@@]1(C)O[C@@H]21	-25*
CC1(C)C2CC=C(CCO)C1C2 (stereo not drawn)	113
C/C(=N/NC(N)=S)c1ccc(C)cc1	92
CCCCCCCCCCC(C)Br (stereo not drawn)	93
NC(=O)N1CCN(c2ccccc2)CC1	77
S=c1nc(-c2ccccc2)c(-c2ccccc2)n[nH]1	89
O=C(CCCC(=O)Nc1ccc(NC(=O)Nc2ccc(Cl)c(C(F)(F)F)c2)cc1)NOCc1ccccc1	64
Brc1ccc(/C=C/c2n(Cc3ccc4ccccc4c3)c3ccccc3[n+]2Cc2ccc3ccccc3c2)cc1	-49*
COC(=O)c1cccnc1Nc1ccc(N2C(=O)c3ccccc3C2=O)cc1	103
COc1ccc(Cn2nc3c(c2-c2ccccc2)-c2oncc2CC3)cc1	92
COc1cc(C2CC(c3ccccc3)=NN2C=O)ccc1Oc1nc2c(c(=O)n(C)c(=O)n2C)n1C (stereo not drawn)	101
CS(=O)(=O)c1nccc(-c2c(-c3ccc(OCCN4CCOCC4)cc3)nc3sccn23)n1	98
C=CCn1cc(/C=C2\C(=O)N(c3cccc(Cl)c3)N=C2C)c2ccccc21	100
CCOC(=O)C1C(C)=CC(=O)CC1C (stereo not drawn)	90

The closing 2 records of the section before open the next one:
SMILES	HL-60(TB)
C=CCn1cc(/C=C2\C(=O)N(c3cccc(Cl)c3)N=C2C)c2ccccc21	100
CCOC(=O)C1C(C)=CC(=O)CC1C (stereo not drawn)	90
CC(C)C(=O)OCCN(C)CCc1ccccc1	102
O=C1OCCC1C(=O)c1ccccc1 (stereo not drawn)	66
CCCCNc1nc(NN2C(=O)c3cccc4cccc(c34)C2=O)nc(N2CCOCC2)n1	100
C[C@]12CCC(=O)C=C1CC[C@@H]1[C@@H]2[C@@H](O)C[C@]2(C)/C(=C\CO)CC[C@@H]12	101
Cn1cc(-c2nc(N)nnc2-c2c[nH]c3ccc(Br)cc23)c2cc(F)ccc21	75
O=C1C2=C(C(=O)N1O)c1cn(c3ccccc13)CCCCCCn1cc2c2ccccc21	105
CC(=O)Oc1ccc(Cl)cc1CN(C(C)=O)C1CCCCC1	93
O=[N+]([O-])c1cc(Br)cc(Br)c1	96
COC(=O)C1=CCC[C@@H]2[C@@](C)(CC(=O)c3ccoc3)[C@H](C(=O)OC)CC[C@@]12C	90
C/C=C(/C)c1ccccc1	121
CCCCCCCCCCCCCCCCNC(=O)Nc1ccc(Br)cc1	82
c1ccc(Nc2cccc3ccccc23)cc1	95
COC1OC2COC(c3ccccc3)OC2C(NC(C)=O)C1OC(C)=O (stereo not drawn)	110
CC(=O)Oc1ccc2cc(-c3ccccc3)c(=O)oc2c1	81
COc1ccc(-c2cc(-c3ccc(Nc4ncnc5cc(Cl)ccc45)cc3)nc(N3CCCCC3)n2)cc1OC	101

3 structures already listed, sorted by SMILES length, falling:
SMILES	HL-60(TB)
O=[N+]([O-])c1cccc(C2NC3=C(NNC(=S)O3)c3c2sc2c(F)cccc32)c1 (stereo not drawn)	108
CCNCCCn1c2c(c3ccc(F)cc3c1=O)C(=O)c1cc(OC)cnc1-2	-25*
O=C1/C(=C/c2ccc(Cl)cc2)COc2ccc(O)c(O)c21	-12*

Exported as a markdown table: part of the list above
| mol | HL-60(TB) |
| --- | --- |
| CC(C)C(=O)OCCN(C)CCc1ccccc1 | 102 |
| O=C1OCCC1C(=O)c1ccccc1 (stereo not drawn) | 66 |

Source: PubChem
